# Screening data deposited in PubChem BioAssay by National Center for Advancing Translational Sciences (NCATS).
# TDP1 block – blocks human tyrosyl-DNA phosphodiesterase 1. Q9NUW8. recombinant TDP1, AlphaScreen DNA substrate cleavage. Potency, µM (top dose mostly 130 µM), inactives show at the top dose activity change, negative = inhibition, actives largely listed as inhibitors. 0.28% of 350,000 active; note: nearly all actives have a fitted effect of over 40% in size
# Target sequence (Q9NUW8 whole entry, looked up): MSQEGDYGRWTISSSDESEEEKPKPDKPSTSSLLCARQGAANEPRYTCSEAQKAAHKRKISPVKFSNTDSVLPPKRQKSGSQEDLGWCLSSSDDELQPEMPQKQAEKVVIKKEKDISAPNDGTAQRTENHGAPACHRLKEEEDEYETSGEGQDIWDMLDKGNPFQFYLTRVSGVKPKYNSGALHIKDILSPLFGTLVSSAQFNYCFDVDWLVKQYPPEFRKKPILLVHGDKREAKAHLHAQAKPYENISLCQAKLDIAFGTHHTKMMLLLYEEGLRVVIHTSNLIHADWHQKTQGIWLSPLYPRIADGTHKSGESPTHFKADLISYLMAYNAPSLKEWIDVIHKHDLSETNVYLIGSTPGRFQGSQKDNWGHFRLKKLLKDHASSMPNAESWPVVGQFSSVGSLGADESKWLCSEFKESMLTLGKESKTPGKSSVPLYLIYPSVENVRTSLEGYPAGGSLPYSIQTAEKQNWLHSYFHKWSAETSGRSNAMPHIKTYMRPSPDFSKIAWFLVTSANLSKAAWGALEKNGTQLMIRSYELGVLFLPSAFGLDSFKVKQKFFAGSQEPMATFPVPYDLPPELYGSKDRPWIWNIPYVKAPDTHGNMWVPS
#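 Signal: AlphaScreen proximity between streptavidin donor and anti-FITC acceptor beads on intact substrate. Reaction: Tdp1 1 nM, substrate 15 nM final, 5 min RT after 15 min compound preincubation.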
# GCN5L2 inh – GCN5L2 (KAT2A) acetyltransferase inhibition; 0.21% of 390,000 active; GCN5L2 HAT assay, ThioGlo1 CoA-SH fluorescence; AID 504327; Potency, µM (doses to about 58.9 µM), without a hit: at the top dose activity change, negative = inhibition, hits mostly inhibitors
#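 Fluorescence readout, Ex340nm/Em540nm: ThioGlo1 (50uM final) reacts with free CoA thiol released as 20nM GCN5L2 acetylates H3(1-25) peptide (75uM) using acetyl-CoA (70uM). Compound and enzyme sat 15 min beforehand; 20 min room-temperature reaction.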
# TDP1 cell noCPT – qHTS for Inhibitors of human tyrosyl-DNA phosphodiesterase 1 (TDP1): qHTS in cells in absence of CPT; Potency, µM (titrated, usually from 46.2 µM), for inactives: at the highest dose activity change, negative = growth inhibition, hits mostly inhibitors; 15% of 420,000 active; AID 686978, 2013; DT40 Tdp1-/- hTDP1 cells, no CPT, ATP luminescence, 48 h; note: nearly all actives have a fitted effect of over 55% in size
#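 Readout: luminescence from CellTiter-Glo after 30 min in the dark at RT. Cells: DT40 Tdp1-/- with stable hTDP1, 400/well. Exposure: compounds alone, ≥48 hr, 37 °C.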
# Active calls of the source: *; ? = inconclusive; . = no result given; & = joins results of further samples; [ ] = remark or other dose. Calls come from the whole dose curve; as a rule, active = well fitted curve in the direction sought with a large enough effect; inconclusive = small, poorly fitted or top-dose-only effect, or another doubt; inactive = no such curve, though single readings can be large; an effect the other way counts as inactive or inconclusive. % is set by controls: 0 for no effect and ±100 for the full control effect; potency is the fitted concentration of half-maximal effect.
SMILES,TDP1 block,GCN5L2 inh,TDP1 cell noCPT
O=C(CN1CCN(CCOCCO)CC1)N1c2ccccc2Sc2ccc(Cl)cc21,2.1%,-5.7%,?
CC(C)Cn1c(=O)oc2ccccc21,-1.2%,-6.1%,-2.0%
CC(=O)O[C@H]1c2ccccc2-c2ccccc2[C@@H]1OC(C)=O,-0.2%,-1.0%,1.3%
COc1ccc(CC(=O)NNC(=O)c2c(-c3ccccc3Cl)noc2C)cc1OC,.,-4.5%,-3.6%
Cc1cccc(NC(=O)c2sc3nc4c(cc3c2N)CN(Cc2ccccc2)CC4)c1,-2.3%,-0.8%,18.4µM*
CCOc1ccc(NC(=O)N2CCC(NC(=O)C(Cc3cccc(F)c3)NC(C)=O)CC2)cc1 (stereo unspecified),6.3%,0.8%,0.4%
CCOC(=O)N1CCN(C(=O)c2ccc(NS(C)(=O)=O)cc2)CC1,9.3%,-17.3%,-5.4%
CC(=O)Nc1ccc(S(=O)(=O)N2CCN(c3nc(NC4CCCC4)c4ccccc4n3)CC2)cc1,3.4%,-24.5%,?
O=C1C2C3CCC(C3)C2C(=O)N1Cc1ccccc1 (stereo unspecified),-5.3%,0.1%,-17.1%
CC(NC(=O)CSc1ncccn1)c1ccc2c(c1)OCO2 (stereo unspecified),0.2%,2.1%,1.4%
Nc1cccc2nc3ccccc3cc12,-4.8%,-3.5%,?
COc1ccc(CC(=O)Nc2ccc(-c3nnc(-c4ccccc4)o3)cc2)cc1OC,9.1%,-12.8%,0.2%
O=C(NCc1ccc2c(c1)OCO2)c1ccc(Cl)c(S(=O)(=O)NCc2ccccc2)c1,4.3%,-3.4%,-2.1%
COC(=O)c1c(N)n(-c2ccc(OC)c(Cl)c2)c2nc3ccccc3nc12,.,-2.7%,-27.2%
CN(c1ncc(C(F)(F)F)cc1Cl)N1C(=O)c2cccc(N)c2C1=O,-1.2%,-16.7%,?
C[C@H](NC(N)=O)C(=O)Nc1ccc(N2CCOCC2)c(S(=O)(=O)Nc2ccc(Cl)cc2)c1,2.8%,-22.3%,?
CCOC(=O)C1CCN(S(=O)(=O)c2ccc(OC)c(OC)c2)CC1,1.1%,-2.7%,-1.8%
Cc1ccc2nc(-c3ccc(C)o3)c(Nc3ccc(Cl)cc3)n2c1,1.9%,.,?
CCOC(=O)c1ccc(NS(=O)(=O)c2cc(-c3onc(C)c3C)ccc2C)cc1,5.3%,4.4%,?
O=C(c1cccc([N+](=O)[O-])c1)N1CC2C3C=CC(C3)C2C1 (stereo unspecified),1.2%,1.6%,-19.2%
COc1ccc(NC(=O)c2cc3ccc(O)cc3o/c2=N\O)cc1,.,-3.8%,?
COc1cc(C(=S)N2CCCCC2)ccc1OCC(=O)Nc1ccc(F)cc1,4.5%[56.1 µM],-10.4%,?
Cc1ccc(CNC(=O)CCCn2c(=O)c3ccccc3n(CC(=O)NCc3ccco3)c2=O)cc1,-2.5%,1.9%,-24.8%
Brc1ccc(/C=N/N2CCN(C3c4ccccc4-c4ccccc43)CC2)s1,5.3%,-15.2%,?
Cc1cc(-c2nnc(CCC(=O)N3CCN(Cc4cccc(F)c4)CC3)o2)c(C)o1,8.6%,-12.2%,-14.0%
CC(=O)N1N=C(C)CC1c1ccc(O)cc1 (stereo unspecified),1.2%,-3.6%,1.3%
Cn1cccc1C(=O)NC(=O)COC(=O)CNC(=O)c1ccc(Cl)cc1Cl,3.4%,-1.4%,-16.7%
Cc1ccc(Nc2ncnc(N)n2)cc1C,4.9%,-3.6%,4.6%
Cc1nn(Cc2ccccc2)c2ncccc12,-0.9%,1.8%,?
Cc1c(C(=O)NCCN(C)C)oc2ccc(S(=O)(=O)N3CCC4(CC3)OCCO4)cc12,0.0%,-4.3%,-6.7%
Nn1c(SCC(=O)N2CCOCC2)nnc1-c1cccnc1,-0.5%,-3.4%,1.8%
CN(C)CCNc1nc2sc3c(c2c(=O)n1CCc1ccccc1)CCCCC3,0.0%,-0.7%,10.3µM*
CCCN(CCC)CCNC(=O)CN1C(=O)COc2ccc(S(=O)(=O)N3CCOCC3)cc21,1.7%&2.3%,-7.0%&-2.5%,-13.8%&9.7%
Cc1ccnc(SCCn2c(N3CC(C)OC(C)C3)nc3c2c(=O)n(C)c(=O)n3C)n1 (stereo unspecified),-2.4%,-1.9%,4.4%
CCOc1ccc(CCNC(=O)Nc2ccccc2C)cc1OCC,.,7.2%,?
CCOc1ccc(OCCC(=O)OCC(=O)Nc2ccc3c(c2)OCCO3)cc1,.,-4.5%,-2.1%
Cc1cc(C2=NNC(=Nc3ccc(S(=O)(=O)N4CCOCC4)cc3)SC2)c(C)n1CC1CCCO1 (stereo unspecified),5.4%,-11.6%,2.91µM*
CCOc1ccccc1N(CC(=O)Nc1ccccc1C(=O)NCc1ccco1)S(C)(=O)=O,6.5%,1.4%,-19.6%
CCc1noc(C)c1C(=O)Nc1nc(-c2ccc(NC(C)=O)cc2)cs1,-11.8%[0.505 µM],-0.1%,20.6µM*
CNS(=O)(=O)c1cnccc1N1CCN(c2cccc(C(F)(F)F)c2)CC1,4.0%,-7.8%,?
Cc1ccc(S(=O)(=O)c2cc3c(=O)n4cccc(C)c4nc3n(CC3CCCO3)c2=N)cc1C (stereo unspecified),2.5%,-3.9%,6.51µM*
O=C(Nc1ccc(OCC(F)(F)C(F)F)c(C(F)(F)F)c1)c1ccccc1O,-2.6%,-10.8%,18.4µM*
O=S(=O)(Nc1ccc(Br)cn1)c1ccc(Cl)s1,4.7%,?,20.4%
CCN1CCN(c2ncnc3sc(C(=O)Nc4ccccc4F)c(C)c23)CC1,2.0%,-4.4%,-26.9%
CCCN(C(=O)c1cc(CC)c(C)s1)c1c(N)n(Cc2ccccc2)c(=O)[nH]c1=O,.,-8.8%,-3.2%
COCCNc1cc(-c2ccccc2)nc2cc(-c3cccc(F)c3)nn12,-7.2%,?,?
O=C(CN1CCN(S(=O)(=O)c2ccc(Cl)cc2)CC1)Nc1ccc2c(c1)CCC2,1.9%,-8.6%,?
COc1ccc(Cn2c(CCC(=O)Nc3ccc(OC)c(Cl)c3)nc3cccnc32)cc1,6.4%,-2.5%,?
COc1ccc(Oc2ncc3nc(C)c(=O)n(-c4ccccc4)c3n2)cc1,.,-7.4%,-12.7%
COc1ccc(Cn2cc(F)c(=O)n(C)c2=O)cc1[N+](=O)[O-],.,21.4%,-9.2%

# (cont.)
SMILES,TDP1 block,GCN5L2 inh,TDP1 cell noCPT
CSc1cccc(NC(=O)CCCOc2ccccc2)c1,-2.6%,-3.5%,5.2%
Cn1nnnc1SCCCNCc1cc(Cl)ccc1OCc1ccc(F)cc1,0.5%,-8.0%,?
O=C(CN1C2CCCC1CC(NC(=O)c1ccco1)C2)Nc1ccccc1 (stereo unspecified),-3.8%,1.5%,-27.9%
O=C(Nc1ccc(F)cc1)N1CCOCC1,0.5%,-9.2%,-1.5%
Cc1c(Cl)cccc1NC(=O)Cn1cc(C(=O)c2cccs2)c2ccccc21,-2.1%,-0.2%,?
CC(C)CC(NS(=O)(=O)c1cc(C(=O)O)ccc1Cl)C(=O)O (stereo unspecified),2.5%,-16.1%,-9.1%
Cc1ccc(C)c(CN2C(=O)c3ccccc3S(=O)(=O)c3ccc(C(=O)N4CCc5ccccc54)cc32)c1,2.3%,-1.8%,5.8µM*
O=C(CN(C1CCCCC1)C1CCCCC1)N1CCc2ccccc2C1,3.4%,3.2%,16.4µM*
COc1ccccc1-n1c(=O)c(C#N)c(-c2ccc([N+](=O)[O-])cc2)c2cc(C(=O)c3ccccc3O)cnc21,3.1%,-1.6%,5.3%
O=C(NNC(=S)Nc1ccc(Cl)c(Cl)c1)c1cccc([N+](=O)[O-])c1,.,-8.7%,?
Cn1c(=O)c2c(nc(N3CCCCCC3)n2CC(=O)c2ccccc2)n(C)c1=O,-3.1%,-3.6%,?
NS(=O)(=O)c1ccc(CCNS(=O)(=O)c2cccc(C(=O)O)c2)cc1,79.4µM*,2.5%,1.3%
N#Cc1nc(-c2ccco2)oc1NCCCN1CCOCC1,4.9%,-3.7%,3.7%
COc1cc(/C=C2\C(=N)N3N=C(S(C)(=O)=O)SC3=NC2=O)ccc1OS(=O)(=O)c1ccc(C)cc1,-16.9%,-24.3%,?
CCNC(=O)c1cccc(NC(=O)CC2SC(N3CCCCC3)=NC2=O)c1 (stereo unspecified),.,0.3%,-14.3%
CCOc1ccc2nc(NCCNC(=O)C(C)C)c(C)cc2c1,-2.1%,-1.6%,?
Cc1cc(N2CCCCCC2)nc(-c2ccccc2O)n1,?,-9.8%,?
O=C(CCC(=O)N1CCOc2ccccc21)NC1CCN(Cc2ccccc2)CC1,.,?,-1.5%
Cc1ccc2oc(=O)c(/C=C(\O)CC(C)C)nc2c1,1.9%,0.8%,-87.5%
COc1cccc(C(=O)N2CCN(Cc3ccccc3Br)CC2)c1,.,-1.3%,?
COc1ccc(CN(CCN)C2CC(C)N(C)CC2C)cc1 (stereo unspecified),3.4%,1.4%,-2.7%
COC(=O)c1cc2occc2n1Cc1nc(-c2cccc(Cl)c2)oc1C,4.9%&1.3%,-2.7%&0.4%,0.8%&-27.9%
C(=N\n1cnnc1SCc1ccccc1)/c1ccco1,3.8%,-1.2%,-24.8%
Cc1ccc(NC(=O)C2CC(=O)n3c(nc4ccccc43)N2)cc1 (stereo unspecified),4.4%,-1.0%,?
O=C(Nc1nc2ccc(Cl)cc2s1)c1ccco1,-4.5%,-14.9%,?
O=C(C/C=N/OCc1ccc(Cl)cc1)c1cnc(-c2ccccc2)s1,9.2%,-13.3%,?
O=C(/C=C/c1c[nH]c2ccccc12)c1cccc2ccccc12,2.4%,-16.3%,11.6µM*
Brc1ccc2c(c1)OCCOCCOCCOCCOCCOCCO2,-2.7%,-2.1%,?
CCOC(=O)c1[nH]c(COC(=O)CCCOc2ccccc2)c(C(=O)OCC)c1C,1.0%,-10.9%,-27.0%
CCn1nnnc1SCC(=O)NC1CCCC1,-3.8%,-9.1%,-14.8%
CN(CCC#N)C(=S)Nc1ccc(S(=O)(=O)N2CCOCC2)cc1,-2.7%,-6.8%,0.2%
CCCN(C(=O)c1cccc(S(=O)(=O)N2CCCc3ccccc32)c1)C1CCS(=O)(=O)C1 (stereo unspecified),0.0%,?,?
O=C(NCc1ccccn1)c1ccc(OC2CCN(Cc3ccc(CO)o3)CC2)cc1,4.1%,-4.0%,-12.1%
COc1ccccc1N1CCN(C(=O)c2cc(-c3ccccc3O)on2)CC1,4.9%&3.6%,-7.5%&0.3%,18.4µM*
CC(=O)Nc1c(O)cc(Br)c2nonc12,0.3%,.,-9.9%
Cc1cc(=O)n(C)c(=O)n1CCCNc1ccccc1,-3.3%,-20.5%,-23.9%
CN1C(=O)c2cccc(NC(=O)CCc3ccccc3)c2C1=O,2.0%,-17.7%,-9.2%
Cc1ccc(CNC(=O)C2CCN(S(=O)(=O)c3ccc4c(c3)oc(=O)n4C)CC2)cc1,6.4%,1.7%,-17.0%
O=C(Nc1ccccc1Cl)c1ccc2nccnc2c1,2.6%,-2.5%,-17.8%
COc1cccc(/C=C2\N=C(SC)SC2=O)c1OC,-8.2%,-7.2%,?
CCN1CCN(c2ccc(S(=O)(=O)N3CCCCC3)cc2NC(=O)c2cccc(OC(F)F)c2)CC1,9.9%,-4.4%,20.6µM*
Cc1sc2ncnc(SCC(=O)Nc3ncccc3O)c2c1C,.,?,-28.8%
COc1cc(C2C(C#N)=C(N)OC3=C2C(=O)CC(C)(C)C3)ccc1OCCN1CCOCC1 (stereo unspecified),1.4%,2.8%,-13.8%

# This is a subset, so the mix of outcomes need not match the whole.
